Screens deposited in PubChem BioAssay by Southern Research Specialized Biocontainment Screening Center.
inhibitors of VEEV = inhibitors of VEEV TC-83 cytopathic effect, confirmation, Vero cells (AID 588727). actives 0.13% (n = 350,000). inhibition, % at 20 µM, or IC50 in µM where a hit was titrated. Vero cells, VEEV TC-83 cytopathic effect inhibition; higher % means a stronger effect; in the data active means a potency from the dose series; further: strong numbers were not always called active
* marks the source's active call; other numbers are inactive results; i = inactive. Only part of the results is shown, so the mix of outcomes need not match the whole.

CCOC(=O)c1csc(-c2csc(CCNC(=O)c3ccccc3)n2)n1
  inhibitors of VEEV: 3.6%

CCn1c(=O)c2[nH]c(Cl)nc2n(CC)c1=O
  inhibitors of VEEV: 17µM*

C[C@@H]1CN([C@H](C)CO)C(=O)CCCn2cc(nn2)CO[C@H]1CN(C)C(=O)NC1CCCCC1
  inhibitors of VEEV: 0.1%

O=C(c1ccccc1F)N1CCCC(N2CCN(Cc3ccc4c(c3)OCO4)CC2)C1 (stereo not given)
  inhibitors of VEEV: i

CCOc1ccccc1OCCCC(=O)N1CCN(S(=O)(=O)c2ccccc2C#N)CC1
  inhibitors of VEEV: 0.9%

Cc1noc(C)c1NC(=O)N(C)C[C@@H]1Oc2ncc(C#CC3CC3)cc2C(=O)N([C@@H](C)CO)C[C@@H]1C
  inhibitors of VEEV: i

CS(=O)(=O)c1ccc(C2=C(CNC(=O)c3cccnc3)[C@H]3CC[C@@H](C2)N3Cc2ccccc2)cc1
  inhibitors of VEEV: i

CC1(C)CC(=O)C=C(c2ccc(Oc3ccccc3)cc2)C1=O
  inhibitors of VEEV: 2.9%

CCOC(=O)c1cccc(C2=C(CNC(=O)c3ccc([N+](=O)[O-])cc3)[C@H]3CC[C@@H](C2)N3Cc2ccccc2)c1
  inhibitors of VEEV: 2.9%

CCOc1ccccc1N1CCN(CC(=O)Nc2nccs2)CC1
  inhibitors of VEEV: 0.6%

Rewritten with tabs: 4 of the compounds above.
canonical_smiles	inhibitors of VEEV
CS(=O)(=O)c1ccc(C2=C(CNC(=O)c3cccnc3)[C@H]3CC[C@@H](C2)N3Cc2ccccc2)cc1	i
CC1(C)CC(=O)C=C(c2ccc(Oc3ccccc3)cc2)C1=O	2.9%
CCOC(=O)c1cccc(C2=C(CNC(=O)c3ccc([N+](=O)[O-])cc3)[C@H]3CC[C@@H](C2)N3Cc2ccccc2)c1	2.9%
CCOc1ccccc1N1CCN(CC(=O)Nc2nccs2)CC1	0.6%

Quoted at random: three compounds from above
CCn1c(=O)c2[nH]c(Cl)nc2n(CC)c1=O
  inhibitors of VEEV: 17µM*

CC1(C)CC(=O)C=C(c2ccc(Oc3ccccc3)cc2)C1=O
  inhibitors of VEEV: 2.9%

CCOc1ccccc1OCCCC(=O)N1CCN(S(=O)(=O)c2ccccc2C#N)CC1
  inhibitors of VEEV: 0.9%

(further entries)
Cc1cn([C@H]2C[C@H](O)[C@@H](CNC(=O)[C@@H]3C[C@H](F)CN3)O2)c(=O)[nH]c1=O
  inhibitors of VEEV: 0.9%

Cc1nc(N2CCCCC2)[nH]c(=O)c1CN(C)N=O
  inhibitors of VEEV: i

C[C@@H]1CCCCO[C@@H](CN(C)Cc2ccccc2)[C@@H](C)CN([C@H](C)CO)C(=O)c2cc(NC(=O)Nc3cccc4ccccc34)ccc2O1
  inhibitors of VEEV: 8.0%

CCCn1c(SCC(=O)Nc2ccc(S(=O)(=O)N3CCOCC3)cc2)n[nH]c1=O
  inhibitors of VEEV: 0.4%

Cc1cnc(C2OCCO2)c2cccc(N)c12
  inhibitors of VEEV: i

O=C(CCN1C(=O)/C(=C\c2ccccc2F)SC1=S)N1CCOCC1
  inhibitors of VEEV: 13.2%

O=C1Nc2ccccc2Cc2ccccc21
  inhibitors of VEEV: 0.1%

C[C@H]1CN([C@@H](C)CO)C(=O)c2cc(Br)cnc2O[C@@H]1CN(C)C(=O)CN(C)C
  inhibitors of VEEV: 0.4%

COc1ccccc1N1CCN(S(=O)(=O)CCNC(=O)CC2CCCC2)CC1
  inhibitors of VEEV: 0.0%

O=C1CCCCC1C(O)(C(=O)c1ccccc1)c1ccccc1 (stereo not given)
  inhibitors of VEEV: i

Cc1ccc(NC(=O)CN(C)CC(=O)Nc2ccc3c(c2)OCO3)cc1
  inhibitors of VEEV: i

CCc1cc(-c2nnn(-c3cc(C(C)C)ccc3C)c2CC)ccc1-c1cn(CCc2c[nH]c3ccccc23)nn1
  inhibitors of VEEV: i

CC(=O)NC(c1ccc(N(C)C)cc1)c1cc(Cl)c2cccnc2c1O (stereo not given)
  inhibitors of VEEV: 6.3%

Nc1nonc1-n1nnc(C(=O)N/N=C/c2ccco2)c1CSc1ccc(Cl)cc1
  inhibitors of VEEV: 2.0%

CCCc1c(C(=O)N/N=C/c2ccc(-c3ccccc3)cc2)nnn1-c1nonc1N
  inhibitors of VEEV: i

COc1cc2ccc(NC(C)=O)cc2cc1OC
  inhibitors of VEEV: i

C=CCn1c(O)c(N=Nc2ccccc2[N+](=O)[O-])c2ccccc21
  inhibitors of VEEV: 1.6%

COc1ccc(-c2ccc(CN3C(C)C(=O)N(Cc4cn(CC5CCCCC5)nn4)CCS3(=O)=O)cc2)cc1 (stereo not given)
  inhibitors of VEEV: 1.9%

Cc1cc(NC(=O)CN2C(=O)/C(=C/c3ccc(C(C)C)cc3)SC2=S)no1
  inhibitors of VEEV: 2.2%

COC(=O)[C@H]1C[C@H](OC(=O)Nc2cccs2)[C@@]2(O)CN(S(=O)(=O)c3ccc(C)cc3)CC2[C@H]1C(=O)OC (stereo not given in full)
  inhibitors of VEEV: 4.4%

Part of the list above, tab-delimited.
SMILES	inhibitors of VEEV
COc1ccc(-c2ccc(CN3C(C)C(=O)N(Cc4cn(CC5CCCCC5)nn4)CCS3(=O)=O)cc2)cc1 (stereo not given)	1.9%
C=CCn1c(O)c(N=Nc2ccccc2[N+](=O)[O-])c2ccccc21	1.6%
Cc1cc(NC(=O)CN2C(=O)/C(=C/c3ccc(C(C)C)cc3)SC2=S)no1	2.2%
COC(=O)[C@H]1C[C@H](OC(=O)Nc2cccs2)[C@@]2(O)CN(S(=O)(=O)c3ccc(C)cc3)CC2[C@H]1C(=O)OC (stereo not given in full)	4.4%
Nc1nonc1-n1nnc(C(=O)N/N=C/c2ccco2)c1CSc1ccc(Cl)cc1	2.0%

Continuation:
CCOc1ccc(NS(=O)(=O)c2ccc(C(=O)NCC3CCCO3)cc2)cc1 (stereo not given)
  inhibitors of VEEV: i

COc1ccc(CN2CCN(Cc3c[nH]c4ccccc34)CC2)c(OC)c1
  inhibitors of VEEV: i

Cc1cccc(N=Cc2ccccc2O)c1C
  inhibitors of VEEV: 0.2%

CCOC(=O)C1=C(C)OC(=Cc2ccccc2)C1=O
  inhibitors of VEEV: i

C[C@@H]1CN([C@H](C)CO)C(=O)CCCn2nncc2CO[C@H]1CN(C)C(=O)c1cc(-c2ccccc2)on1
  inhibitors of VEEV: 0.7%

CC1=C(C(=O)N(C)C)CC(CC(=O)NCCc2ccccn2)C(=O)N1Cc1ccccc1 (stereo not given)
  inhibitors of VEEV: 1.5%

Cc1nc2ccccn2c(=O)c1NC(=O)c1ccco1
  inhibitors of VEEV: 0.2%

COc1ccc(N2CCN(C(=O)CCCCCn3c(=S)[nH]c4ccc(N5CCOCC5)cc4c3=O)CC2)cc1
  inhibitors of VEEV: 9.9%

C#CCN(C[C@@H]1[C@@H](OC(=O)NCc2ccccc2F)[C@@H](OC(=O)NCc2ccccc2F)CN(C(=O)OC(C)C)N1C(=O)OC(C)C)S(=O)(=O)c1ccc(C)cc1
  inhibitors of VEEV: 0.2%

CC(C)c1ccc(S(=O)(=O)N2CCN(C(=O)CCc3nc4ccccc4c(=O)[nH]3)CC2)cc1
  inhibitors of VEEV: 2.2%

Single values from the results shown:
For inhibitors of VEEV, CCOC(=O)c1csc(-c2csc(CCNC(=O)c3ccccc3)n2)n1 shows 3.6%
For inhibitors of VEEV, Nc1nonc1-n1nnc(C(=O)N/N=C/c2ccco2)c1CSc1ccc(Cl)cc1 shows 2.0%

Following part
COc1ccc(C(=O)CC(c2ccc(OC)c(OC)c2)c2c(O)c3ccccc3oc2=O)cc1OC (stereo not given)
  inhibitors of VEEV: 0.4%

COc1ccc(CNC(=O)c2ccc(CS(=O)(=O)c3ccc(OC)cc3)o2)cc1
  inhibitors of VEEV: 0.8%

N#Cc1ccc(NC(=S)NC(=O)C2CC2)cc1
  inhibitors of VEEV: 6.2%

COc1ccc(OC)c(C=NN=Cc2cc(OC)ccc2OC)c1
  inhibitors of VEEV: 1.3%

O=C1OCC/C1=C1/NCCNC1=O
  inhibitors of VEEV: i

NS(=O)(=O)c1ccc(CCNC(=O)c2cc(S(=O)(=O)N3CCCCC3)ccc2Cl)cc1
  inhibitors of VEEV: 0.5%

COc1ccc(C(=O)NCC(c2ccco2)N2CCc3ccccc3C2)c(OC)c1 (stereo not given)
  inhibitors of VEEV: 7.4%

CCC(=O)Oc1ccc(NC(=O)c2ccc(S(=O)(=O)N3CCCC3)cc2)cc1
  inhibitors of VEEV: 2.7%

NNC(=O)Cc1cc(=O)[nH][nH]1
  inhibitors of VEEV: 4.9%

COc1cc(NC(=O)C2CCN(S(=O)(=O)c3cccs3)CC2)c(C(=O)O)cc1OC
  inhibitors of VEEV: 0.4%

C[C@@H]1CN([C@H](C)CO)C(=O)CCCn2nncc2CO[C@H]1CN(C)Cc1cccc(C(F)(F)F)c1
  inhibitors of VEEV: i

CC1=C(C(=O)N(C)C)CC(CC(=O)NCC2CCCCC2)C(=O)N1CCCN1CCCC1=O (stereo not given)
  inhibitors of VEEV: 0.3%

COc1ccc(C2CCc3cc4c(cc3C2=NO)OCO4)cc1OC (stereo not given)
  inhibitors of VEEV: i

COc1ccc([C@H]2C[C@H](n3cc(-c4ccc(F)cc4)nn3)[C@@H](O)CN2CC2CCCCC2)cc1
  inhibitors of VEEV: 1.5%

N#Cc1ccc(NN=Nc2ccccc2C#N)cc1
  inhibitors of VEEV: 3.3%

CN(C)Cc1cc(OCc2ccccc2)cc(CN(C)C)c1O
  inhibitors of VEEV: 0.7%

COc1cc2c(cc1OC)CN(C(=O)c1cc(COc3ccccc3SC)on1)CC2
  inhibitors of VEEV: 7.2%

CCn1nnnc1-c1ccc(OC)c(S(=O)(=O)Nc2ccccc2OC)c1
  inhibitors of VEEV: i

Cc1cnc(N)nc1-c1ccccc1
  inhibitors of VEEV: 1.2%

C[C@@H]1CN([C@H](C)CO)C(=O)CCCn2nncc2CO[C@H]1CN(C)Cc1ccncc1
  inhibitors of VEEV: i

CC(C)Oc1ccc(S(=O)(=O)N2CCOCC2)cc1NC(=O)CSC(=S)N1CCCC1
  inhibitors of VEEV: 5.4%

C=Cn1cc(CNC[C@H]2O[C@@H](n3ccc(N)nc3=O)[C@H](O)[C@@H]2O)c(C)n1
  inhibitors of VEEV: 0.7%

COC(=O)C[C@@H]1C[C@H]2c3cc(NS(=O)(=O)c4ccccc4)ccc3O[C@H]2[C@@H](CO)O1
  inhibitors of VEEV: 0.2%

C[C@H]1CCCCO[C@@H](CN(C)S(=O)(=O)c2ccc(F)cc2)[C@@H](C)CN([C@@H](C)CO)C(=O)c2cc(NC(=O)Nc3ccc4c(c3)OCO4)ccc2O1
  inhibitors of VEEV: i

c1cc2c(c(NC3=NCCCS3)c1)CCCC2
  inhibitors of VEEV: 1.8%

COc1ccc(-c2cc(C(=O)N3CCCCCC3)c3ccccc3n2)cc1OC
  inhibitors of VEEV: 7.7%

C[C@@H]1CN([C@H](C)CO)C(=O)CCCn2nncc2CO[C@@H]1CN(C)S(=O)(=O)c1ccccc1F
  inhibitors of VEEV: 0.5%

C=C1C(=O)N(C)CCC1C(CC)C(=O)OC (stereo not given)
  inhibitors of VEEV: 1.9%

O=C(COc1ccc(F)cc1)Nc1nc(-c2cccnc2)cs1
  inhibitors of VEEV: 2.4%

NC(=O)c1ccsc1NC(=O)COC(=O)Cc1ccc(F)cc1
  inhibitors of VEEV: 4.1%

C1=C\CCC2(OCCO2)C2(CC/1)OCCO2
  inhibitors of VEEV: 0.1%

COc1ccc(-c2cc(C(=O)N(C)CC(=O)Nc3cccc(F)c3)c3ccccc3n2)cc1OC
  inhibitors of VEEV: 10.2%

C[C@H](O)[C@@H]1C(=O)N2CCc3c([nH]c4ccccc34)[C@@H]2C[C@@H]1N(C)S(=O)(=O)c1ccccc1
  inhibitors of VEEV: 5.3%
